Assay outcomes (PubChem)
PP5 inh = PP5 phosphatase inhibitors, primary screen, biochemical, fluorescence | purified PP5c, OMFP substrate fluorescence | inhibition, % at 6.7 µM | 320,000 compounds, 0.18% hits | AID 1987, 2009;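 active = inhibition above the campaign's mean inhibition across all tested compounds plus 3 SD, cut at about 9.5% in these data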;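 also: 0% = DMSO only and 100% = 100 µM cantharidin control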
Target sequence (P53041 whole entry, looked up): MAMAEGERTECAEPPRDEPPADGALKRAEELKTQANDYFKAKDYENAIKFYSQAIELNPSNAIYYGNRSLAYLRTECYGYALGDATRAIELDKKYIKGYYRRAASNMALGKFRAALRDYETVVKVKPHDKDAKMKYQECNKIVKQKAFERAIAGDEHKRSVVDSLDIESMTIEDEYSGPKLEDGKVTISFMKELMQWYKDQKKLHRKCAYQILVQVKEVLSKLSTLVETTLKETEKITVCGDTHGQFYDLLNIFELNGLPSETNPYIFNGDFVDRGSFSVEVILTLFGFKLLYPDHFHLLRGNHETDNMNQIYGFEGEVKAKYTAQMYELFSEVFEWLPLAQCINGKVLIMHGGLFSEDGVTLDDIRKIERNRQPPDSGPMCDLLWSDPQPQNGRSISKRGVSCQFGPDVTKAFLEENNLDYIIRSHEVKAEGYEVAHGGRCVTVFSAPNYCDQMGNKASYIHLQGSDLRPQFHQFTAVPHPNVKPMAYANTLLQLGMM
PP1 counter = PP1-alpha phosphatase inhibitors, primary screen, counter-screen for PP5 inhibitor project, biochemical, fluorescence, OMFP substrate, single point; Serine/threonine-protein phosphatase PP1-alpha catalytic subunit (Homo sapiens), P62136; purified PP1alpha; inhibition, % at 6.7 µM; 320,000 compounds, 0.9% hits; AID 2235, 2010;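 active = inhibition above the mean inhibition of all tested compounds plus 3 SD, computed separately for each screening campaign, cut at about 15% in these data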
PAFAH2 inh = PAFAH2 enzyme inhibitors, primary screen, biochemical, fluorescence polarization, human | Platelet-activating factor acetylhydrolase 2, cytoplasmic (Homo sapiens), Q99487 | recombinant PAFAH2, FP-rhodamine activity probe | inhibition, % at 3.39 µM | 340,000 compounds, 0.99% hits;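 active = inhibition above the mean over all tested compounds plus 3 SD, cut at about 30% in these data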;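 also: inhibitors block probe labeling of enzyme so polarization drops; 0% = enzyme with DMSO and 100% = wells lacking PAFAH2 protein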
HCV core dimer = inhibitors of HCV core protein dimerization, primary screen, biochemical, TR-FRET, high-throughput. TR-FRET GST/Flag-core106 dimerization, 1536-well. inhibition, % at 5 µM. 300,000 compounds, 0.33% hits;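 active = inhibition above the mean of all tested compounds plus 3 SD, set per screening campaign, cut at about 45% in these data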
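assay system = GST-tagged and Flag-tagged HCV core protein residues 1-106 | controls = unlabelled core106 and no-GST-core106 wells | incubation = compound-protein-antibody incubation 4 h at 22.5 °C | probe or stimulus = Eu donor and XL665 acceptor anti-tag antibodies | read-out = % inhibition based on acceptor/donor emission ratio | signal = TR-FRET 671 and 617 nm emission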
Fh CTSL1 inh = Fasciola hepatica cathepsin L1 inhibitors, primary screen, counter-screen for PFM18AAP inhibitor project, biochemical, QFRET, fluorogenic peptide substrate; inhibition, % at 5.96 µM; recombinant F. hepatica cathepsin L1, Z-Leu-Arg-MCA fluorescence; AID 1906, 2009; 300,000 compounds, 0.49% hits;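 active = inhibition above the mean of all tested compounds plus 3 SD, set per screening campaign, cut at about 17% in these data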;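 also: 0% = plate median of test compound wells and 100% = 1 µM Z-Phe-Ala-diazomethylketone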
proCasp7 act = procaspase-7 activators, primary screen, counter-screen for procaspase-3 activator project, biochemical, absorbance, HTS, human; activation, % at 8.5 µM; AID 463210, 2010; Caspase-7 (Homo sapiens), P55210; recombinant procaspase-7, Ac-DEVD-pNA absorbance 405 nm; D23A/D198A/D206A triple mutant, cannot self-cleave; scale: DMSO 0, 5 µM enzyme 100; 330,000 compounds, 0.093% hits;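 active = percent activation above the screen-wide mean plus 3 SD, cut at about 25% in these data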
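buffer or medium = Zinc-free HEPES/NaCl buffer, pH 7.4 | material = Procaspase-7 triple mutant (PC-7 D3A) | input = 2 µM procaspase-7 mutant as dispensed | signal = Epi-absorbance of released pNA at 405 nm, two timepoints | timing = 1 h preincubation, 2 h reaction | replicates = singlicate compound testing | evaluation = % activation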
TPT1 inh = Candida albicans TPT1 enzyme inhibitors, primary screen, biochemical, fluorescence polarization; tRNA 2'-phosphotransferase TPT1 (Candida albicans SC5314); recombinant caTPT1, FP RNA substrate dephosphorylation; AID 1962, 2009; inhibition, % at 5 µM; 300,000 compounds, 0.81% hits;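 active = inhibition above the mean of all tested compounds plus 3 SD, set per screening campaign, cut at about 24% in these data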;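 also: plate controls were DMSO alone for no effect and ferristatin control at 100 nM for full effect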
procasp3 activ = activators of human procaspase-3 D3A mutant, primary screen, biochemical, absorbance, PC-3 D3A mutant, single concentration | Caspase-3 (Homo sapiens), P42574 | recombinant procaspase-3 D3A, Ac-DEVD-pNA absorbance 405 nm | activation, % at 8.5 µM | 330,000 compounds, 0.11% hits | AID 463141, 2010;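 active = activation above the mean of all tested compounds plus 3 SD, cut at about 21% in these data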;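 also: 0% = DMSO alone and 100% = DMSO wells spiked with extra 5 µM PC-3 D3A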
Target sequence (P42574 whole entry D9A/D28A/D175A): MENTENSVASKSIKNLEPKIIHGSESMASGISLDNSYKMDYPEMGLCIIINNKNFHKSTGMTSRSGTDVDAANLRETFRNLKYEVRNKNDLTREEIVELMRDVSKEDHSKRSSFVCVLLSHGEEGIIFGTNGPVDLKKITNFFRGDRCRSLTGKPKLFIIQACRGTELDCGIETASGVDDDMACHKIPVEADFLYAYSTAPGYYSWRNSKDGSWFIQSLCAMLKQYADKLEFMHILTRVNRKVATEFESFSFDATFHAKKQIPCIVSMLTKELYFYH
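Test system: Procaspase-3 D3A mutant; medium: Zinc-free HEPES/NaCl buffer with 0.01% Triton X-100 at pH 7.4; reagent: DEVD-pNA substrate; doses: one concentration, 8.5 µM nominal, 0.8% DMSO; times: 1 h preincubation plus 2 h reaction at 25 °C; signal: Epi-absorbance at 405 nm of released p-nitroaniline, 0 and 120 min; replicates: singlicate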
AHR activator = AHR activators, primary screen, cell-based, luminescence, luciferase reporter, human | Aryl hydrocarbon receptor (Homo sapiens), P35869 | AHR-responsive luciferase reporter cells | activation, % at 5 µM | 320,000 compounds, 2.5% hits | AID 2796, 2010; in the data active = activation above about 47%;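 also: 0% = vehicle wells and 100% = reference agonist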
Numbers without * were called inactive; x = no result given.

molecule	PP5 inh	PP1 counter	PAFAH2 inh	HCV core dimer	Fh CTSL1 inh	proCasp7 act	TPT1 inh	procasp3 activ	AHR activator
CC(OC(=O)c1cnc2ccccc2n1)c1ccccc1Cl (configuration not stated)	3.4	4.5	9.3	-3.8	4.8	-10.7	-0.5	3.7	0.3
CCOC(=O)CSc1nnc(CNC(=O)c2cc(OC)c(OC)c(OC)c2)n1C	0.2	-1.5	9.0	-1.3	1.1	-8.6	-5.5	11.5	-1.0
Cc1ccc(S(=O)(=O)C(CCC(=O)c2ccc(Cl)cc2)C(N)=O)cc1 (configuration not stated)	0.1	-6.7	10.0	-1.6	0.5	-6.2	2.3	-5.0	-1.8
CCN(CC)c1cc(C(F)(F)F)nc(-c2ccccn2)n1	0.6	-2.6	9.3	-6.3	-0.4	1.9	1.7	4.4	0.8
O=C(CSc1nnc(CNC(=O)c2ccco2)o1)Nc1ccc(F)cc1F	2.3	0.3	1.5	-14.6	5.6	-4.4	-5.2	4.9	8.2
O=C(Oc1ccccc1)c1cccnc1Oc1ccccc1	1.4	-6.9	-1.4	1.2	-2.1	15.4	-0.8	4.6	-1.2
CN(C)c1ccnc2sc3c(NCC(O)CO)ncnc3c12 (configuration not stated)	3.4	-0.3	6.2	-0.7	-2.4	-0.8	-0.3	9.8	3.3
CCOc1ccccc1CNC(=O)c1cn(C)c(=O)c2c1c1ccccc1n2C	-1.2	-8.2	3.0	5.0	-0.3	9.7	-4.2	6.6	1.9
CCCCOc1cccc(OCCCC)c1C(=O)Nc1cc(C)on1	2.7	2.0	-3.6	4.3	0.5	-2.5	3.7	2.0	4.0
CCOc1ccc(C(C)=O)cc1N1C(=O)C2C(C1=O)C1C=CC2C12CC2 (configuration not stated)	0.7	-5.3	8.6	-0.1	-3.5	0.3	2.7	-1.0	0.4
Cc1nnc(C)n1/N=C/c1ccc2c(c1)OCCO2	-0.3	-0.6	3.7	-6.3	-0.8	-4.4	0.7	4.3	-2.8
CCOC(=O)c1c(C)nn(-c2ccc(NC(=O)c3cccs3)cc2)c1C	3.8	-1.4	-3.9	-2.5	-0.1	6.6	2.5	-3.5	-1.4
COc1ccc(CC(=O)Nc2c3c(nn2-c2cccc(C)c2C)CS(=O)C3)cc1 (configuration not stated)	-1.1	0.2	-6.7	-6.7	-1.2	4.4	-1.3	-5.5	3.2
Cc1cccn2c(=O)c3cc(C(=O)NC4CCCCC4)c(=N)n(CCN4CCOCC4)c3nc12	2.0	-3.9	-2.2	1.7	2.1	-5.2	-3.5	-5.8	-1.4
CCCCOc1cccc(C(=O)Nc2ccccc2N2CCCC2)c1	5.3	6.2	3.1	-11.6	-8.4	0.7	-1.6	2.9	5.8

Ordered by SMILES length (lowest first): some entries from above
molecule	PP5 inh	PP1 counter	PAFAH2 inh	HCV core dimer	Fh CTSL1 inh	proCasp7 act	TPT1 inh	procasp3 activ	AHR activator
O=C(Oc1ccccc1)c1cccnc1Oc1ccccc1	1.4	-6.9	-1.4	1.2	-2.1	15.4	-0.8	4.6	-1.2
Cc1nnc(C)n1/N=C/c1ccc2c(c1)OCCO2	-0.3	-0.6	3.7	-6.3	-0.8	-4.4	0.7	4.3	-2.8
CN(C)c1ccnc2sc3c(NCC(O)CO)ncnc3c12 (configuration not stated)	3.4	-0.3	6.2	-0.7	-2.4	-0.8	-0.3	9.8	3.3
CCCCOc1cccc(OCCCC)c1C(=O)Nc1cc(C)on1	2.7	2.0	-3.6	4.3	0.5	-2.5	3.7	2.0	4.0
O=C(CSc1nnc(CNC(=O)c2ccco2)o1)Nc1ccc(F)cc1F	2.3	0.3	1.5	-14.6	5.6	-4.4	-5.2	4.9	8.2
CCOc1ccccc1CNC(=O)c1cn(C)c(=O)c2c1c1ccccc1n2C	-1.2	-8.2	3.0	5.0	-0.3	9.7	-4.2	6.6	1.9
CCOC(=O)CSc1nnc(CNC(=O)c2cc(OC)c(OC)c(OC)c2)n1C	0.2	-1.5	9.0	-1.3	1.1	-8.6	-5.5	11.5	-1.0
CCOc1ccc(C(C)=O)cc1N1C(=O)C2C(C1=O)C1C=CC2C12CC2 (configuration not stated)	0.7	-5.3	8.6	-0.1	-3.5	0.3	2.7	-1.0	0.4
COc1ccc(CC(=O)Nc2c3c(nn2-c2cccc(C)c2C)CS(=O)C3)cc1 (configuration not stated)	-1.1	0.2	-6.7	-6.7	-1.2	4.4	-1.3	-5.5	3.2
Cc1cccn2c(=O)c3cc(C(=O)NC4CCCCC4)c(=N)n(CCN4CCOCC4)c3nc12	2.0	-3.9	-2.2	1.7	2.1	-5.2	-3.5	-5.8	-1.4

Following part.
molecule	PP5 inh	PP1 counter	PAFAH2 inh	HCV core dimer	Fh CTSL1 inh	proCasp7 act	TPT1 inh	procasp3 activ	AHR activator
CCn1nc(C(=O)OCC(=O)NCC(C)C)c2ccccc2c1=O	-0.9	-1.2	3.3	-7.3	-3.6	6.9	-1.0	8.0	0.6
Cc1ccc(OCC(=O)OCC(=O)N2c3ccccc3CC2C)cc1C (configuration not stated)	1.3	3.1	-4.2	x	x	7.4	x	7.8	-1.3
CSC1=NCCN1S(=O)(=O)c1ccc(NC(C)=O)cc1	3.2	-4.3	2.1	-5.8	-3.6	-6.3	-1.2	5.8	6.2
Cc1cc(C)nc(N/N=C/C2=C(N3CCOCC3)C(=C\c3ccc(Cl)cc3)/CC2)n1	1.9	2.2	11.4	16.9	3.1	-19.8	12.5	-12.5	90.1*
CC(=O)N1CCN(S(=O)(=O)c2cccc(C(=O)Nc3nc4c(s3)CCCC4)c2)CC1	1.1	-2.4	-3.2	6.5	-0.1	-9.0	-0.3	-3.7	2.2
CN1/C(=C\C(=O)CSc2cccc[n+]2[O-])C(C)(C)c2ccccc21	0.7	0.3	-3.0	-1.2	-1.8	2.2	2.4	-4.2	0.9
CCN1C(=O)N(CC)C2NC(=S)NC21 (configuration not stated)	-0.6	-6.0	-3.4	-8.7	-2.8	-2.7	-4.3	7.2	-1.2
CS(=O)(=O)N(CC(=O)NCc1ccncc1)C1CCCCC1	0.5	-2.4	3.9	-0.6	-3.4	2.2	-8.0	2.8	0.1
Cc1cc(NS(=O)(=O)c2ccc(NC(=O)COc3cc(C)c(Cl)c(C)c3)cc2)no1	1.9	4.5	5.7	x	x	-5.9	x	6.2	-2.6
C=CCSC1=C(C#N)C(c2ccccc2)CC(=O)N1 (configuration not stated)	2.4	-5.0	1.4	-1.6	1.7	-10.6	2.4	-8.1	1.3
COC(=O)[C@]1(C)N[C@H](c2ccc(-c3ccc(F)cc3)cc2)[C@@H]2C(=O)N(C)C(=O)[C@@H]21	-0.7	-2.1	-0.1	5.4	5.1	-3.8	-0.1	-6.5	-9.6
C[C@@H]1CN([C@@H](C)CO)C(=O)c2cccc(NS(C)(=O)=O)c2O[C@H]1CN(C)Cc1ccc(C(=O)O)cc1	x	x	-0.6	x	x	2.7	x	-0.1	-1.3
